12-LOX inh: ALOX12 (human) lipoxygenase inhibition; P18054; purified 12hLO, xylenol orange hydroperoxide absorbance; Potency, µM (highest dose often 108 µM), for inactives: top-dose activity change, negative = inhibition, most hits filed as inhibitors; actives 1.1% (n = 580,000); AID 1671190; active means well fitted inhibition curve with a large enough effect; inconclusive means small, poorly fitted or top-dose-only effect, or another doubt; inactive means no such curve, though single readings can be large or run the other way
Target sequence (P18054 whole entry, looked up): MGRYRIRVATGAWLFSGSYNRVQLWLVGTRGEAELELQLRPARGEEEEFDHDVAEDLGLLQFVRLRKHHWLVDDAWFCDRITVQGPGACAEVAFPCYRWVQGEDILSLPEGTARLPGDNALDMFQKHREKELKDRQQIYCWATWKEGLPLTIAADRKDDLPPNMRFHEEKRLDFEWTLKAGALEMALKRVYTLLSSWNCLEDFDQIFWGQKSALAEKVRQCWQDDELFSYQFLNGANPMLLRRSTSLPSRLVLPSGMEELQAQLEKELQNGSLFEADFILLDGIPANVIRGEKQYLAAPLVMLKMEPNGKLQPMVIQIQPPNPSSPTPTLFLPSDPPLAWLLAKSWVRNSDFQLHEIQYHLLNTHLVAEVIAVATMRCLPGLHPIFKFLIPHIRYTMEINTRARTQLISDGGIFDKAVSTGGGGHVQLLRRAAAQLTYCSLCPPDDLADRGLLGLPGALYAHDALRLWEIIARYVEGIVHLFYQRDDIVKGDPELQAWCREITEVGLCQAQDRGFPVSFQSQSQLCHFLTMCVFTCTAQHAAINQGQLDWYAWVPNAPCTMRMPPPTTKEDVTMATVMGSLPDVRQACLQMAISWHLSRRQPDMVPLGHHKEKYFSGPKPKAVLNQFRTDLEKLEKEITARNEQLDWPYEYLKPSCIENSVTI
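Purified human 12hLO at 150 nM in 25 mM Hepes, 0.01% Triton X-100, pH 7.0, preincubated 15 min at room temperature with compound. Reaction started with 40 uM arachidonic acid, 30 min at room temperature. Hydroperoxide measured by Fe-xylenol orange, 573/405 nm absorbance ratio.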
The depositor's hits bear a star; ? = inconclusive; [ ] = remark or other dose. On the % scale 0 is the no-effect control and ±100 the full control effect; potency means the concentration at half of the fitted maximal effect. These rows are one share of the data, so the mix of outcomes need not match the whole.

SMILES	12-LOX inh
Cn1c(CO[C@H]2CN(C(=O)c3cccnc3)C[C@H]2F)nc2ccccc21	19%[176 µM]
COc1cccc(CNC(=O)[C@@H]2C[C@@H](O)CN2C2CCN(C(=O)c3cc(F)cc(F)c3)CC2)c1	34%
COc1cccc(CN(C)C2CCCc3ccccc32)c1 (stereo unspecified)	51%[activator][176 µM]
COc1ccc(F)cc1-c1cccc(COc2ccc3c(cnn3CC[S+](C)(=O)[O-])c2)c1	-21%
Cc1cc(C)c(CN2CCC(n3cc(C(C)(C)N)nn3)CC2)c(C)c1	?
O=C(Cc1ccsc1)N1CC2CC(C1)[C@H]1CCCC(=O)N1C2 (stereo partly specified)	12%
Cc1noc([C@@H](C)NS(=O)(=O)c2ccccc2)c1C(=O)O	27%[176 µM]
CC(C)N1CC2CN(C(=O)c3ccccc3)CC(C1)O2	59%[activator]
Cc1cccc(O[C@H]2COCCN(Cc3nccn3C)C2)n1	26%[176 µM]
CC(C)CCNC(=O)c1cnc2n1CCN(Cc1ccc3[nH]ccc3c1)CC2	14%[176 µM]
O=C(NC1(CN2CCOCC2)CCCC1)c1ccc(C2CCCNC2)cc1 (stereo unspecified)	9%
CCn1nccc1C(=O)N1CCC2(CC1)NC(=O)N(c1cccc(F)c1)N2	4µM*
CCOc1ccc2c(n1)CCN(C(=O)c1ccc(C)cc1)C2	57%[activator]
CNC(=O)Cn1nc(C(=O)N2CCC3(CC2)[C@H](O)C[C@@H]3O)cc1C	5%
COCCOC1CCOC2(CCN(C(=O)Cc3c[nH]c4ccccc34)CC2)C1 (stereo unspecified)	11%
Cc1cnc(CC2CCN(C(=O)COc3ccc(F)cc3)CC2)n1Cc1ccc(F)cc1	29%
Cc1cc(C(=O)N2C[C@@H](Oc3cccnc3)C[C@H]2C(=O)N2CCOCC2)n(C)n1	-3%
Cc1ccc2c(c1)C(C[C@H]1CN(C(=O)CC(C)(C)C)CC[C@H]1CC(=O)O)=NCC2	?
CCN(Cc1cn(Cc2ccccc2)nn1)S(=O)(=O)c1ccc(N2CCCC2)cc1Br	7%
CC(C)C[C@@H]1N[C@H](C(=O)NCc2ccco2)Cc2c[nH]c3cccc1c23	0%[176 µM]
COc1ccc(N2Cc3c(NC4CCCCCC4)ncnc3N(C)CC2=O)cc1	-21%
COc1ccc(C2Cn3nnc(-c4noc(-c5ccccc5)n4)c3CO2)cc1 (stereo unspecified)	15%
Cc1noc(C2CCCCCN2C(=O)C2CCCC2)n1 (stereo unspecified)	48%[activator]
O=C(Nc1ccccc1F)N1C[C@@H]2[C@H](c3ccccc31)[C@H](CO)N2C(=O)Nc1ccccc1	-17%
Cc1cccc(-n2nc(C)c(CCC(=O)N(C)C(C)C)c2Oc2ccc(F)cc2F)c1	?
CCOc1ccc(C(=O)N2CCCC3(C2)NC(=O)N(Cc2cccc(Cl)c2)C3=O)cc1 (stereo unspecified)	?
Cc1cc(=O)n(CC(=O)Nc2cccc(Cl)c2C)c(N2CCc3ccccc3C2)n1	3%
CCCn1cnc2c1CN(S(=O)(=O)c1ccc(C#N)cc1)[C@H](C(=O)OC)C2	?
O=C(NCc1ccc(N2CCCC2)cc1)C1CCCN(c2cnn(Cc3ccccc3)c(=O)c2)C1 (stereo unspecified)	?
CN(C)C(=O)C1CN(C(=O)c2ccc(C#N)cc2)CC12CCOCC2 (stereo unspecified)	64%[activator]
O=C1CCC[C@H]2[C@@H](Cc3ccccc3)[C@@H](NS(=O)(=O)Cc3ccccc3)CC[C@]23CCCN13	-4%
Cc1cc(=O)n(CC(=O)Nc2ccc(F)c(Cl)c2)c(N(C)Cc2ccccc2)n1	-5%
CC1(C)Cc2nc(C(C)(C)C)ncc2C(NC(=O)CCCN2CCCC2=O)C1 (stereo unspecified)	13%
COc1ccc(C(=O)N2CCC3(CC2)N=C(c2ccc(C)cc2)NO3)cc1F	2%
CC(C)N1C[C@H](O)C[C@H]1c1nnc2n1CCN(C(=O)Cc1cccc(F)c1)C2	11%
O=C(CC1CCCCC1)N1CCn2c(nnc2[C@@H]2C[C@@H](O)CN2Cc2ccccc2)C1	56%[activator]

The closing 3 records of the part above open the next one:
SMILES	12-LOX inh
COc1ccc(C(=O)N2CCC3(CC2)N=C(c2ccc(C)cc2)NO3)cc1F	2%
CC(C)N1C[C@H](O)C[C@H]1c1nnc2n1CCN(C(=O)Cc1cccc(F)c1)C2	11%
O=C(CC1CCCCC1)N1CCn2c(nnc2[C@@H]2C[C@@H](O)CN2Cc2ccccc2)C1	56%[activator]
COc1ccc(C)cc1NC(=O)Cn1c(-c2ccccc2)nc(C)c(CCO)c1=O	9%
O=C(c1cnccn1)N1C[C@@H]2OCC(=O)N(c3ccccc3)[C@@H]2C1	-9%[176 µM]
COC[C@@H]1CN(C(=O)c2cc3ccc(OC)cc3[nH]2)C[C@H]1C(N)=O	-7%
CC(C)(C)C(=O)N1CCc2nc(-c3ccccc3)nc(-c3ccc(Cl)cc3)c2C1	9%
COc1ccc(-n2nc(C3CCCN(C(=O)c4ccccc4C)C3)[nH]c2=O)cc1 (stereo unspecified)	7%
CN1c2cc(C(=O)NCc3ccc(F)c(Cl)c3)ccc2C(=O)N2CCCCC21 (stereo unspecified)	-8%
COc1cc(S(=O)(=O)N2CCN(Cc3ccc4c(c3)OCO4)CC2)ccc1NC(C)=O	?
CCN1CC[C@H]2COC(=O)N2c2ccc(OC)cc2C1	19%[176 µM]
Cc1ccc(S(=O)(=O)NC[C@H]2OC[C@@H](NCC3CC3)[C@@H]2O)cc1	?
COCC(=O)N1c2ccccc2CC1c1noc(C(C)C)n1 (stereo unspecified)	41%[activator]
Cc1cnc(C(=O)NC2C[C@H]3CC[C@@H](C2)N3C(=O)COc2ccc(Cl)cc2C)cn1 (stereo partly specified)	?
COC(=O)C1=C(C)N(Cc2ccccc2C(F)(F)F)C(=NCc2ccccc2)NC1c1ccc(F)cc1 (stereo unspecified)	-27%

A draw from above in order of heavy-atom count, lowest first.
SMILES	12-LOX inh
COCC(=O)N1c2ccccc2CC1c1noc(C(C)C)n1 (stereo unspecified)	41%[activator]
CC(C)N1C[C@H](O)C[C@H]1c1nnc2n1CCN(C(=O)Cc1cccc(F)c1)C2	11%
Cc1cc(=O)n(CC(=O)Nc2cccc(Cl)c2C)c(N2CCc3ccccc3C2)n1	3%
CCOc1ccc(C(=O)N2CCCC3(C2)NC(=O)N(Cc2cccc(Cl)c2)C3=O)cc1 (stereo unspecified)	?

Next records follow:
SMILES	12-LOX inh
COc1ccccc1CC(=O)NCc1nnc2ccc(-c3ccccc3)nn12	3%
Cc1nn(C)c(C)c1S(=O)(=O)N1CCC(c2noc(C3CC3)n2)C1 (stereo unspecified)	49%[activator]
Cc1ccccc1N1Cc2c(NCc3ccc(F)cc3)ncnc2N(C)CC1=O	44%[activator]
Nc1nc(NCc2ccc(N3CCCC3=O)cc2)cc(C2CC(O)C2)n1 (stereo unspecified)	71%[activator]
COc1cccc(C(=O)N2CCn3c(nn(-c4ccncc4)c3=O)C2)c1	48%[activator]
CCC(C)NC(=O)N1CCn2nnc(CCC(=O)N3CCOCC3)c2C1 (stereo unspecified)	37%
CN(Cc1ccccc1)Cc1cc(C[C@@H]2CC[C@H](O)[C@@H](CN)O2)no1	-3%[176 µM]
CCNC(=O)c1cc(NC(=O)CC)cc2nc(C)ccc12	50%[activator]
CCNC(=O)CN1C(=O)NC(CCc2ccccc2)(C2CCNCC2)C1=O (stereo unspecified)	?
O=C(Nc1ccc(=O)n2c1[C@@H]1C[C@@H](CN(C(=O)c3ccc(F)cc3)C1)C2)c1ccc2c(c1)OCO2	-1%
O=C(CCC1CCCC1)NCCC1CCN(C(=O)Nc2cc(F)ccc2F)CC1	-2%
C#CCN1C(=O)CC[C@@H](S(=O)(=O)c2ccccc2)[C@@H]1c1ccccc1	9%
COc1cc(OC)cc(-c2nc(-c3nnn4c3COC(c3ccc(C)cc3)C4)no2)c1 (stereo unspecified)	31%
COc1cccc(CCC(=O)N2CCCN(c3cc(-c4ccc(Cl)cc4)[nH]n3)CC2)c1	-4%
CN1CCN([C@H]2CCN(Cc3cccs3)C[C@H]2CCC(=O)O)CC1	32%[activator]
O=C(Nc1ccc(F)cc1)N[C@H]1[C@H](O)[C@@H](N2CCCC2)[C@@H]2OC[C@H]1O2	-1%[176 µM]
COc1ccc(CN2C(=O)N(c3cccc(C(F)(F)F)c3)C(=O)[C@@H]3[C@H]2CCN3C(=O)CCC(=O)O)cc1	1%
N#Cc1cccc(NC(=O)N2CCc3c(nc(-c4ccc(F)cc4)[nH]c3=O)C2)c1	52%[activator]
COc1ccc(C(=O)N2CCOC3(CCN(C(=O)C(N)c4ccccc4)CC3)C2)cc1 (stereo unspecified)	-7%[6.33 µM]
COCc1cc(C[C@@H]2C[C@H](NC3CCOCC3)C2(C)C)no1	-2%[176 µM]
CC(C)C(=O)N1Cc2ccccc2CC2(CCCN(Cc3ccncc3)C2)C1 (stereo unspecified)	15%[6.33 µM]
OCc1cccc(-c2ccc3ncc(Nc4ccccc4F)n3n2)c1	?
Cc1cc2nc3n(c(=O)c2n1CC(=O)Nc1ccc(Br)cc1)CCCC3	?
CC1Oc2ccc(NC(=O)C3CCCC3)cc2CN(Cc2ccccc2Cl)C1=O (stereo unspecified)	-9%
COCc1noc([C@@H]2CC(F)(F)CN2C(=O)c2cc(C)[nH]n2)n1	34%[activator]
Cc1noc2c(-c3ccc4c(ccn4C)c3)cc(-c3cccnc3)nc12	48%[activator][176 µM]
COC(=O)N1CCn2cc(C(=O)N3CCOCC3)nc2C1	-1%[12.5 µM]
O=C(O)CCC(=O)NC[C@H]1Cn2c(-c3ccc(F)cc3)cnc2CO1	8%[176 µM]
COC[C@H]1C[C@@H](NCc2ccc(OC(F)(F)F)cc2)[C@H](O)[C@@H]1O	4%[176 µM]
Cc1ccc(-c2nnc([C@H]3CCN(C(=O)NC4CCCCC4)C3)o2)cc1	-4%[176 µM]
Cn1c(-c2cccc(F)c2)cc2cnc(Nc3cccnc3)cc21	-6%
Nc1ncccc1CN1CCc2ncc(C(=O)NCCOc3ccccc3)n2CC1	28%[176 µM]
CCC1(N2CCN(C(=O)c3ccc(F)c(Cl)c3)CC2)CCN(S(C)(=O)=O)C1 (stereo unspecified)	9%
COC(=O)C1=C(C)N(Cc2ccc(C(F)(F)F)cc2)C(=NCc2ccc3c(c2)OCO3)NC1c1cccc(Cl)c1 (stereo unspecified)	?
COc1ccc(-c2n[nH]c3c2CC(=O)N(Cc2ccccn2)C3)cn1	19%[176 µM]
FC(F)(F)c1cccc(-c2n[nH]c3ccnc(-c4ccsc4)c23)c1	?
COc1ccccc1CN1Cc2cc(NC(=O)Cc3ccc(F)cc3)ccc2OC(C)C1=O (stereo unspecified)	-1%
COc1ccc(OC)c(S(=O)(=O)N[C@H]2CO[C@H]3[C@@H]2OC[C@H]3OC(=O)Nc2cccc3ccccc23)c1	-18%
CN1CCC(N[C@@H](Cn2cc(F)c(=O)[nH]c2=O)C(=O)O)CC1	14%[176 µM]
O=C(Nc1ccccc1)N[C@H]1C[C@H]2C(=O)NC[C@@H](CCC(=O)N3CCc4ccccc43)N2C1	4%
Cc1ccccc1NC(=O)N(C)CC1CCOCC1	18%
Cc1ccccc1[C@H]1C[C@@H](O)[C@@H](O)[C@@H]1NC(=O)c1c(-c2ccccc2)noc1C	20%[176 µM]
NC(=O)c1cc[nH]c1C1CCCN(S(=O)(=O)c2ccc3c(c2)CCC3)C1 (stereo unspecified)	?
CCn1cc(S(=O)(=O)N2CCC3(CC2)N(CC2CC2)C(=O)CS3=O)cn1 (stereo unspecified)	22%
CCN1CCCC12Cc1ccccc1CN([S+](=O)([O-])c1ccccc1)C2 (stereo unspecified)	14%[6.33 µM]
Cc1ncsc1C(=O)N1CCCC(C)(Cc2ccc3c(c2)OCO3)C1 (stereo unspecified)	4%
O=C(NC1CCCCC1)N[C@H]1CO[C@H]2[C@@H]1OC[C@@H]2n1cc(-c2ccccn2)nn1	?
Cc1nc2scc(CC(=O)NCCC(C)C)n2c(=O)c1-c1cc(C)n(-c2cc(F)ccc2F)n1	42%[activator]
Cc1cccc(CC(=O)N2CCCN(c3cc(-c4ccc(Cl)cc4)[nH]n3)CC2)c1	7%
CCn1c(Cn2ccnc2C)nnc1C1CCN(c2cc(C#N)ccn2)CC1	2%
CC1=NS(=O)(=O)N(C)C=C1C(=O)OCc1nc(-c2ccc(C)cc2)no1	13%
CC(=O)NC[C@H]1OC[C@@H](NCC(C)(C)C)[C@@H]1O	-8%[176 µM]
CC(C)N1C[C@H](O)C[C@H]1c1nnc2n1CCN(C(=O)c1ccccc1)CC2	37%[activator]
O=C1CCCN1CCCN1C(=O)[C@@H]2C[C@@H](O)CN2C2(CN(Cc3ccccc3)C2)C1=O	-2%[176 µM]
COc1ccc(CCNC(=O)CC(c2cccc(OC)c2OC)c2c[nH]c3ccccc23)cc1OC (stereo unspecified)	18%
CCC1=C(C(=O)OC)C(c2ccccc2)N2C(CC(=O)NCCCN3CCCC3=O)=CSC2=N1 (stereo unspecified)	7%

Four of the entries above in order of the 12-LOX inh value, highest first.
| Molecule | 12-LOX inh |
| --- | --- |
| COc1ccc(CCNC(=O)CC(c2cccc(OC)c2OC)c2c[nH]c3ccccc23)cc1OC (stereo unspecified) | 18% |
| CC1=NS(=O)(=O)N(C)C=C1C(=O)OCc1nc(-c2ccc(C)cc2)no1 | 13% |
| Cc1cccc(CC(=O)N2CCCN(c3cc(-c4ccc(Cl)cc4)[nH]n3)CC2)c1 | 7% |
| CCn1c(Cn2ccnc2C)nnc1C1CCN(c2cc(C#N)ccn2)CC1 | 2% |

Screens: PubChem, National Center for Advancing Translational Sciences (NCATS)
